PfHsp40 yeast – rescue of PfHsp40-mediated yeast toxicity; AID 504582; S. cerevisiae expressing PfHsp40, growth rescue, ATP luminescence; growth rescue, % at 12.5 µM; 340,000 compounds, 0.68% hits; in the data active = growth rescue above about 28%, passing the limit was not always enough;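 also: yeast W303a lacking pdr1 and pdr3 grown in galactose medium; growth measured after three days at 30 °C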
GDH-TPI counter – inhibits GDH-TPI coupling enzymes, artifact for Mtb FBA screen; GDH-TPI coupled enzyme counterscreen, NADH absorbance; inhibition, % at 4.8 µM; 360,000 compounds, 1.2% hits; in the data active = inhibition above about 30%;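 also: 0% = DMSO wells and 100% = wells lacking the enzyme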
Mtb FBA inh – Mtb fructose-bisphosphate aldolase inhibition | P9WQA3 | purified M. tuberculosis FBA, fluorescence read-out | inhibition, % at 1 µM | 360,000 compounds, 2.3% hits | AID 588726; in the data active = inhibition above about 27%;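 also: 0% = vehicle and 100% = reference inhibitor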
Target sequence (P9WQA3 whole entry, looked up): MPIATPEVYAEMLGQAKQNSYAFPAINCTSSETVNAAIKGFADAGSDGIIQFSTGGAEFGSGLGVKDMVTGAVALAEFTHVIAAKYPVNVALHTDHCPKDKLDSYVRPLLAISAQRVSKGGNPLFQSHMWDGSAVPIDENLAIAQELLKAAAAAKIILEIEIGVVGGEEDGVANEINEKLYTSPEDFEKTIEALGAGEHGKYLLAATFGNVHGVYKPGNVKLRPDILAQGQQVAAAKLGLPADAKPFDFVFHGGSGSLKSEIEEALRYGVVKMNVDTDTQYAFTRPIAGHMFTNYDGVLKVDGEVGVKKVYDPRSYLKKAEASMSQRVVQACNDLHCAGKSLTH
TcdB GH inh – inhibitors of Clostridioides difficile toxin B glycohydrolase | inhibition, % at 9.99 µM | AID 652162 | 350,000 compounds, 0.24% hits | P18177 | TcdB glycohydrolase enzymatic assay, plate reader; in the data active = inhibition above about 10%
Y pestis TopoI – inhibitors of Yersinia pestis topoisomerase I; Y. pestis Topo-I cleavage product accumulation, plate reader; activity, % at 10 µM; 360,000 compounds, 0.064% hits; AID 504884; in the data active = activity above about 50%, passing the limit was not always enough; also: inactives centre near 2
Mtb UGM inh – blocks M. tuberculosis UGM enzyme. P9WIQ1. purified UGM, fluorescence polarization probe displacement. inhibition, % at 10 µM. 320,000 compounds, 0.06% hits. AID 504406; in the data active = inhibition above about 10%, passing the limit was not always enough
Target sequence (P9WIQ1 whole entry, looked up): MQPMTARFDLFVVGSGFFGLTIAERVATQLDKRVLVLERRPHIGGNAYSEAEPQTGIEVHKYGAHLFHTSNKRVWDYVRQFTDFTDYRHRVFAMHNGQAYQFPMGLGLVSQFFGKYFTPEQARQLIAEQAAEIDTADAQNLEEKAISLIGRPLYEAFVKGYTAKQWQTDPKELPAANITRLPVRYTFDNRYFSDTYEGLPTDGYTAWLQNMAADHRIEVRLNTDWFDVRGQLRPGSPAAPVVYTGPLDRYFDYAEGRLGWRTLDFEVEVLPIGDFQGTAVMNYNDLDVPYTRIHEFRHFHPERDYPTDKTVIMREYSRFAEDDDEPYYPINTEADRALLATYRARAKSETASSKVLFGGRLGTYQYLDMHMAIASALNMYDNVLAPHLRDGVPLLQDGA
BioA inh – BioA (M. tuberculosis) enzyme inhibition | inhibition, % at 9.99 µM | 360,000 compounds, 0.096% hits | purified M. tuberculosis BioA enzyme, plate reader; in the data active = inhibition above about 40%
FadD28 FP inh – M. tuberculosis FadD28 bisubstrate binding inhibition | inhibition, % at 12.5 µM | 360,000 compounds, 0.22% hits | FadD28 bisubstrate probe binding, fluorescence polarization | AID 588549; in the data active = inhibition above about 8.5%, passing the limit was not always enough
Vc quorum ag – inducers of Vibrio cholerae quorum light production without autoinducers. V. cholerae BH1578 lux reporter, luminescence, 6 h. activation, % at 18.7 µM. 350,000 compounds, 0.16% hits. AID 588436; in the data active = activation mostly above about 9.7%, no sharp cut-off; also: not every result past the cut was called active; inactives centre near 0; reference of the scale not given here
* = called active by the depositor; i = inactive; . = no result given; & = joins results of further samples.

SMILES	PfHsp40 yeast	GDH-TPI counter	Mtb FBA inh	TcdB GH inh	Y pestis TopoI	Mtb UGM inh	BioA inh	FadD28 FP inh	Vc quorum ag
CC(/C=N/NC(=O)c1cc(-c2ccncc2)nc2ccccc12)=C\c1ccco1	0.2	18	1	0.9	0	0.2	-0.7	-5.4	-0.6
CCOC(=O)C1CCCN(C(=O)Cc2ccc(OC)c(OC)c2)CC1 (stereo not drawn)	.	10	3	0.6	-7	.	-0.4	-2.0	-0.2
CN(C)S(=O)(=O)N1CCN(C(=O)c2ccccc2)CC1	-1.1	11	4	.	-6	0.1	-5.4	-0.4	7.7
COc1ccc(OC(C)C(=O)NC2CCCCCCC2)cc1 (stereo not drawn)	2.2	8	1	2.3	2	-0.9	-0.5	-0.7	-2.3
Cc1ccc(CNC(=O)C(=O)NCC2OCCN2S(=O)(=O)c2ccc(Br)cc2)cc1 (stereo not drawn)	1.3	6	-1	-2.7	43	-1.4	-0.2	-2.3	i
O=C1CCN(C(=O)c2ccc(Cl)cc2)N1	-1.7	-2	-5	1.7	-2	2.8	-0.8	-2.8	2.3
CCCCn1c(N)c(N(CC(C)C)C(=O)c2cc3c(s2)CCC3)c(=O)[nH]c1=O	0.1	3	0	.	-2	.	-2.5	-2.7	i
COC(=O)C1=C(c2ccc(OC(F)(F)F)cc2)C[C@@H]2CC[C@H]1N2C(=O)NCCCOC(C)C	0.1	3	1	0.5	14	2.4	-1.5	-0.5	i
CC(=O)N1CCN(c2ccc(NC(=S)NC(=O)c3ccccc3)cc2)CC1	-0.5	4	1	.	3	-0.2	-0.6	-1.9	i
Cc1ccc(S(=O)(=O)N2CCCC2CNC(=O)c2ccccc2)cc1 (stereo not drawn)	1.1	4	2	1.6	3	0.5	0.4	-0.6	i
O=C(CCc1nc2sc3c(c2c(=O)[nH]1)CCCC3)NCCc1ccc(F)cc1	0.5	0	0	-2.2	4	1.6	-2.4	-1.7	i
COc1cccc(CN(C)C(=O)CC[C@H]2O[C@@H](n3cnc4c(NC(=O)c5ccccc5)ncnc43)[C@H](O)[C@@H]2O)c1	.	.	2	0.4	.	.	0.9	-2.8	.
CCOC(=O)C1=CCN(S(=O)(=O)c2ccc(F)cc2)C1c1ccc(Br)cc1 (stereo not drawn)	.	.	-2	-0.3	.	.	-0.7	-4.0	.
Cc1ccc(NP(=O)(c2ccc(N(C)C)cc2NC(=O)c2cccs2)N2CCOCC2)cc1Cl (stereo not drawn)	-0.1	9	4	.	7	0.5	-11	0.1	0.8
CCOc1ccc(-n2ccnc2SCC(=O)Nc2nnc(CC)s2)cc1	-1.9	8	4	.	3	-0.1	-1.1	-1.2	-1.0
COc1cc(/C=N/NC(=O)NC2CCCCC2)cc(OC)c1O	-0.2	3	2	-12	-1	-0.6	-1.1	-1.4	-0.5
CC(=O)c1c(C(C)=O)c(C)n(-c2nc(-c3ccc(C)c(C)c3)c(C)s2)c1C	-0.6	-2	-5	.	9	-2.7	-0.5	-4.1	i
CC(C)CCN1CCN(CCCc2ccccc2)CC1CCO (stereo not drawn)	0.0	-5	2	0.4	-3	-1.3	-1.3	-0.5	i
OC(COc1ccc2cc(Br)ccc2c1)Cn1ccnc1 (stereo not drawn)	2.0	2	-1	0.7	0	3.1	-0.2	1.2	-1.4
Cc1ccc(S(=O)(=O)N2CCN(C3CC4CCC3C4)CC2)cc1 (stereo not drawn)	-0.2	-2	2	0.3	20	0.8	-1.5	0.8	i
OCc1cccc(-c2csc(C(O)(c3ccccc3)C(F)(F)F)n2)c1 (stereo not drawn)	.	1	-3	0.8	-2	.	2.4	-32	-0.4
CCOC(=O)c1ccc(NC(=O)CCc2nnc3ccc(N4CCN(C)CC4)nn23)cc1	-1.0	6	1	1.8	2	-0.4	-2.0	-0.3	i
COc1ccccc1NS(=O)(=O)c1cccc(C(=O)NCC(c2ccco2)N2CCCCC2)c1 (stereo not drawn)	0.0	1	4	-0.5	7	.	-2.8	-1.6	14
CCOC(=O)C1(CCCc2ccccc2)CCN(C(=O)c2cncs2)CC1	1.0	22	1	0.4	16	-1.7	-1.4	-2.3	-0.8
CSc1nnnn1-c1ccc(C(=O)OCC(=O)N2CCOCC2)cc1	0.3	-8	0	.	21	-0.5	.	-0.4	-0.3
Cc1cccc(NC(=O)CN(C)S(=O)(=O)c2ccccc2)n1	-2.2	-9	3	.	-2	-3.0	-0.7	-3.5	0.6
O=C(Nc1ccc(Cl)cc1C(=O)N1CCOCC1)c1ccco1	-0.3	7	2	1.9	8	0.2	-2.5	0.1	-0.4
C[C@H]1COC(=O)[C@H](CC(=O)OC(C)(C)C)C/C=C\C[C@@H](CC(=O)N[C@H](CO)Cc2ccccc2)C(=O)N1	-1.0	3	3	1.3	18	-1.1	-0.8	0.0	-0.8
COc1ccccc1-c1nnc(SCC(=O)Nc2nc(-c3ccccc3)cs2)n1C	-0.4	-2	-4	.	19	-2.0	-2.5	-8.2	-0.4
COc1ccc(NC(=O)NC(C)c2ccncc2)cc1OC (stereo not drawn)	2.4	3	-1	.	6	0.9	0.4	-0.8	-6.2
CC1CCCC(NC(=O)COC(=O)Cc2ccc(Br)cc2)C1C (stereo not drawn)	-0.3	3	-2	0.2	27	5.2	.	-1.2	0.3
CCN(CC(=O)Nc1c(F)cccc1F)C(=O)CCCN1C(=O)c2ccccc2C1=O	.	3	5	1.0	-3	.	-1.2	-0.8	i
CC[C@@]1(C(=O)OC)N[C@H](CN(C)C(=O)Nc2ccccc2)[C@@H]2C(=O)N(Cc3ccccc3)C(=O)[C@@H]21	0.1	-1	-2	0.9	9	.	-0.6	-1.3	-2.0
Cn1nc(C(C)(C)C)cc1N1C(=O)CCC1(C)C(=O)Nc1ccc2c(c1)OCCO2 (stereo not drawn)	.	.	1	1.6	.	.	-0.9	-2.4	.
COCCCNc1ncnc2c1nc1n2CCCC1	0.6	14	5	-3.2	-6	1.3	-0.9	-0.6	1.1
COc1ccccc1-n1cc(-c2ccc(Cl)cc2)[nH]c1=O	-0.4	12	-4	1.5	3	-1.0	2.1	-0.8	i

Part of the list above in order of SMILES length, largest number first:
SMILES	PfHsp40 yeast	GDH-TPI counter	Mtb FBA inh	TcdB GH inh	Y pestis TopoI	Mtb UGM inh	BioA inh	FadD28 FP inh	Vc quorum ag
Cn1nc(C(C)(C)C)cc1N1C(=O)CCC1(C)C(=O)Nc1ccc2c(c1)OCCO2 (stereo not drawn)	.	.	1	1.6	.	.	-0.9	-2.4	.
CCOc1ccc(-n2ccnc2SCC(=O)Nc2nnc(CC)s2)cc1	-1.9	8	4	.	3	-0.1	-1.1	-1.2	-1.0
Cc1cccc(NC(=O)CN(C)S(=O)(=O)c2ccccc2)n1	-2.2	-9	3	.	-2	-3.0	-0.7	-3.5	0.6

The list goes on:
SMILES	PfHsp40 yeast	GDH-TPI counter	Mtb FBA inh	TcdB GH inh	Y pestis TopoI	Mtb UGM inh	BioA inh	FadD28 FP inh	Vc quorum ag
Fc1ccccc1OCCCCn1cncn1	0.1	-3	2	.	9	2.9	-1.5	-2.2	.
COc1ccc(C2=NOC(C(=O)NCc3cccnc3)C2)cc1OC (stereo not drawn)	-2.9	0	2	0.2	3	1.8	2.1	1.4	-0.5
Cc1ccc(-n2cc(CN3CCC(O)(c4ccccn4)CC3)c(-c3ccc(F)cc3)n2)cc1	1.0	7	4	0.1	25	0.1	.	-2.9	0.0
O=C(CN1CCN(S(=O)(=O)c2cccc(Br)c2)CC1)N1CCCCC1	-2.4	4	-1	0.3	10	-1.7	0.3	-0.9	i
COc1ccc(Cl)cc1NC(=O)CC(C)=O	-0.3	-16	7	.	-6	-0.4	-0.7	-4.4	i
COC(=O)c1ccccc1NC(=O)C1CCN(C(=O)c2ccc(OC)cc2)CC1	1.5	-12	4	.	13	-0.5	-0.1	0.5	i
COc1cc(/C=N/NC(=O)CN(Cc2ccco2)S(=O)(=O)c2ccccc2)ccc1O	-0.3	10	2	.	-3	3.6	1.5	-4.2	-1.1
CC1(C(=O)NS(=O)(=O)c2ccccc2Cl)CCN1C(=O)Cc1cccs1 (stereo not drawn)	.	6	2	-1.8	2	.	-0.1	-2.0	-0.7
Cc1ccc(S(=O)(=O)N2CCN(c3ccccc3)CC2)c(C)c1	1.9	8	1	0.8	-4	-1.7	-1.6	-1.9	i
Cc1ccc2nc(-c3cccc(Br)c3)c(Cc3ccccn3)n2c1	.	.	10	3.6	.	.	17	-2.4	.
CCOc1ccccc1Nc1cc(C)nc2ccccc12	.	26	2	1.4	13	.	1.6	-1.8	i
CCN(C(=O)CSc1nnc(Cn2nnc3ccccc32)o1)c1nc(-c2ccccc2)cs1	2.2	-8	-1	.	41	0.9	-1.0	-4.2	i

Next section (three carried over from the part before).
SMILES	PfHsp40 yeast	GDH-TPI counter	Mtb FBA inh	TcdB GH inh	Y pestis TopoI	Mtb UGM inh	BioA inh	FadD28 FP inh	Vc quorum ag
Cc1ccc2nc(-c3cccc(Br)c3)c(Cc3ccccn3)n2c1	.	.	10	3.6	.	.	17	-2.4	.
CCOc1ccccc1Nc1cc(C)nc2ccccc12	.	26	2	1.4	13	.	1.6	-1.8	i
CCN(C(=O)CSc1nnc(Cn2nnc3ccccc32)o1)c1nc(-c2ccccc2)cs1	2.2	-8	-1	.	41	0.9	-1.0	-4.2	i
Cc1oc(-c2ccc3c(c2)OCCO3)cc1C(=O)O	0.1	-2	5	.	0	1.4	-2.3	-4.0	-0.3
O=C(CCC(=O)c1cccs1)NC1CCCCCC1	-1.4	-9	-2	2.9	2	2.0	-4.4	-1.3	-0.9
CCC(=O)Nc1c(C)n[nH]c1C	-0.6	-1	-1	.	3	1.7	.	0.8	-0.3
CCOc1ccc(-n2c(=O)c3c4c(sc3n(CC(=O)NCCCOC)c2=O)CCCCC4)cc1	-1.2	-2	3	-0.5	-1	3.9	-0.7	-2.3	-0.4
O=C(O)c1cnc(-c2ccccc2)nc1Sc1ccc(Cl)cc1Cl	1.7	6	1	.	-7	1.8	2.7	-1.2	i
O=C(CSc1nnnn1-c1ccccc1)N1CCNC1=O	-0.3	4	0	2.7	0	-1.4	-0.9	-1.1	-0.4
O=C(NCCCN1CCOCC1)c1c(-c2ccccc2)sc2ccccc12	-0.2	13	5	1.5	-3	.	-0.4	0.1	2.0
CC(C)(CC(=O)N1CCN(c2ccc(Cl)cc2)CC1)CC1=NS(=O)(=O)c2ccccc2N1	1.6	8	-2	.	8	0.1	-1.2	-0.5	-1.8
COc1ccc(/C(O)=C2/C(=O)C(=O)N(CCN3CCOCC3)C2c2ccccn2)cc1 (stereo not drawn)	-1.1	19	4	.	-6	0.0	-2.6	-1.3	-0.3
Cc1ccc(S(=O)(=O)NCCc2nnc(SCc3cccnc3)n2C)cc1	1.5	1	-1	1.0	2	0.4	-0.6	0.4	-0.4
COc1cccc(CNC(=O)Cn2nc(-c3ccc(Cl)cc3)ccc2=O)c1	0.8	-1	-3	.	36	-2.5	0.0	-6.7	-0.2
COc1ccc(Cl)cc1Nc1nc(C)nc2c1oc1ccccc12	-1.4	0	3	-0.5	-3	0.9	.	-3.7	-0.9
CCOC(=O)NNC(=O)c1ccc(Cl)cc1	-0.8	-1	-1	.	-3	-2.5	-2.4	0.1	i
O=C(Oc1ccc(/C=N/NC(=O)c2ccccc2F)cc1)c1ccccc1	-0.8	11	0	0.7	9	-0.2	-0.7	0.0	i
Cc1cc(Br)ccc1NC(=O)CNC(=O)CSc1nccn1C	-0.9	11	-5	0.5	4	5.1	-0.6	-3.9	0.4
C[C@H]1CN([C@@H](C)CO)C(=O)Cc2cc(NS(C)(=O)=O)ccc2O[C@@H]1CN(C)Cc1ccc(Cl)c(Cl)c1	-0.8	0	4	-5.1&0.1	32	.	-2.3&1.3	-6.0	-0.5
Cc1cc(F)ccc1NS(=O)(=O)c1cccc2nsnc12	-0.1	6	1	2.5	5	2.3	1.5	0.3	0.4
CN(C)CCN(C)Cc1ccccc1Sc1cccc2ccccc12	-1.2	-9	1	2.0	-4	-4.0	5.3	-15	-0.4
Cc1ccccc1CN1C2=NCCCN2c2ccccc21	17	7	1	.	7	-0.4	3.7	1.2	-0.5
Cc1cccc(N2CCN(C(=O)CCCn3c(=O)[nH]c4ccsc4c3=O)CC2C)c1 (stereo not drawn)	1.2	16	-4	1.5	38	-2.5	9.9	-2.6	i
O=C(Nc1ccccc1-c1ccccc1)c1ccc(=O)[nH]n1	0.4	5	0	0.3	3	0.4	-1.2	-3.5	-0.2
